Salmonella PhoP GFP: Inhibition of PhoP regulon, Salmonella typhi GFP reporter cells, confirmation, 4 h (AID 1850); inhibition, % at 50 µM; hits with a dose series show IC50 in µM; actives 0.33% (n = 310,000); Salmonella Typhi PhoP-promoter GFP reporter, fluorescence, 4 h; higher % means a stronger effect; in the data active = a potency from the dose series; inconclusive = inhibition mostly from about 25% at the one dose, without a potency; inactive = the rest, 99 in 100 with inhibition below about 19%;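 note: 0% = induced wells with vehicle and 100% = uninduced wells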
tuberculosis growth: growth inhibition of non-replicating M. tuberculosis (AID 488890). Mycobacterium tuberculosis non-replicating, growth inhibition; higher % means a stronger effect. one-dose inhibition, % at 25 µM; IC50 in µM for titrated hits. actives 0.39% (n = 320,000); in the data active = a potency from the dose series; inconclusive = inhibition mostly from about 82% at the one dose, without a potency; inactive = the rest, 99 in 100 with inhibition below about 76%;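 note: plate controls were DMSO cells for no effect and high antibiotic wells for full effect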
M. tuberculosis HTS: M. tuberculosis growth inhibition, HTS (AID 449762); M. tuberculosis H37Rv growth inhibition, 7H9 media; higher % means a stronger effect; inhibition, % at 25 µM; hits with a dose series show IC50 in µM; actives 0.59% (n = 330,000); in the data active = a potency from the dose series; inconclusive = inhibition above about 70% without an active follow-up result;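 note: bacterial growth assessed after seven days of incubation; strong numbers were not always called active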
H1N1 NS1A inhibition: NS1A inhibition, H1N1 influenza, cell based functional assay (AID 504329). NS1A functional cell-based assay, percent inhibition; higher % means a stronger effect. actives 0.3% (n = 340,000). inhibition, % at 12.5 µM, or IC50 in µM where a hit was titrated; in the data active = a potency from the dose series; inconclusive = inhibition above about 27% without an active follow-up result; note: strong numbers were not always called active
VEEV TC-83 Vero: inhibitors of VEEV TC-83 cytopathic effect, confirmation, Vero cells (AID 588727); Vero cells, VEEV TC-83 cytopathic effect inhibition; higher % means a stronger effect; inhibition, % at 20 µM; hits with a dose series show IC50 in µM; actives 0.13% (n = 350,000); in the data active = a potency from the dose series; inconclusive = inhibition mostly from about 14% at the one dose, without a potency; inactive = the rest, 99 in 100 with inhibition below about 12%; note: strong numbers were not always called active
VEEV TC-83 Vero 10K pilot screen: also measured in VEEV TC-83 Vero; calls as there; inhibition, %; measured here: 10K pilot screen inhibition
Starred values were filed as active, the others as inactive; i = inactive; ? = inconclusive; . = not tested or not shown; & = joins results of further samples.

SMILES	Salmonella PhoP GFP	tuberculosis growth	M. tuberculosis HTS	H1N1 NS1A inhibition	VEEV TC-83 Vero	others
CSc1nc2nccc(-c3ccc4c(c3)OCO4)n2n1	7%	-1%	24%	0%	1.2%
Cc1cc(C)cc(OCCn2nnc3ccccc32)c1	0%	70%	1%	-3%	0.3%
O=C(/C=C/c1ccc(Cl)cc1Cl)N1CCN(c2ccc([N+](=O)[O-])c(N3CCOCC3)c2)CC1	12%	11%	50%	2%	7.0%
CS(=O)(=O)c1ccc2nc(NC(=O)CN3CCCCCC3)sc2c1	4%	1%	-2%	3%	i
O=C(c1cccs1)N1CCCN(c2ncnc3scc(-c4ccccc4)c23)CC1	2%	44%	2%	-2%	5.8%
CCOc1ccc(C2C3=C(CCCC3=O)Nc3nc(C(F)(F)F)nn32)cc1OC (stereo not given)	9%	8%	-1%	6%	2.2%
COc1ccc(C(C(=O)Nc2ccc(F)cc2)N(C(=O)Cn2nnc3ccccc32)C2CC2)cc1 (stereo not given)	-6%	11%	7%	5%	3.7%
COc1ccn(C2CCCCO2)c(=O)n1 (stereo not given)	.	.	.	-29%	1.8%
Cc1ccc(Cl)cc1N1CCN(Cc2nc3c(c(=O)[nH]c(=O)n3C)n2CCc2ccccc2)CC1	3%	18%	4%	1%	i
COc1ccc(C(=O)OCC(=O)Nc2cc(C)c(C)cc2[N+](=O)[O-])cc1	-17%	-8%	-1%	0%	0.5%
COC(=O)c1c(C)[nH]c(O)c1C=Nc1ccc(Oc2ccccc2)cc1	-11%	18%	67%	14%	1.0%
COc1cccc(C(=O)COC(=O)CCC(=O)c2ccccc2)c1	15%	24%	5%	1%	2.0%
O=C(Nc1ccc(NC(=O)C2CC2)nc1)c1ccccn1	-13%	2%	-11%	0%	i
COC(=O)[C@]1(C)N[C@H](CN(C)S(=O)(=O)c2ccc(OC(F)(F)F)cc2)[C@@H]2C(=O)N(Cc3ccccc3)C(=O)[C@@H]21	.	-9%	0%	21%	0.5%
CCOc1cccc(N2C(=O)CC(N(CCc3ccc(OC)c(OC)c3)C(=O)CC)C2=O)c1 (stereo not given)	-15%	-16%	-9%	-12%	2.4%
CCN(CC)c1ccc(C(=O)Nn2c(C)nc3ccccc3c2=O)cc1	1%	0%	-1%	-4%	1.9%
CCOc1cc(/C=C2/NC(=O)NC2=O)cc([N+](=O)[O-])c1O	-7%	31%	3%	-11%	0.1%
Cc1cc(=O)oc2ccc(OC(=O)CN3C(=O)c4cccc([N+](=O)[O-])c4C3=O)cc12	-4%	-2%	1%	21%	0.3%
Cc1ccc(NC(=O)Nc2cnccn2)cc1Cl	-1%	10%	-5%	0%	0.3%
CCC(C)[C@H](NC(=O)C1CCN(C(=O)[C@H](Cc2ccccc2)NS(=O)(=O)c2ccc(C)cc2)CC1)C(=O)O (stereo not given in full)	6%	-3%	-17%	-11%	i
Cc1ccc(Cl)c(Cn2cnc3c(cnn3C(C)(C)C)c2=O)c1F	.	1%	14%	-19%	8.2%
O=c1oc2ccccc2c(Nc2ccc3ncccc3c2)c1[N+](=O)[O-]	7%	2%	67%	-2%	2.1%
CC(=O)N1c2ccc(S(=O)(=O)N3CCC(C(=O)NCc4ccc(C)cc4)CC3)cc2CC1C (stereo not given)	-15%	-1%	5%	6%	i
O=C(CCc1ccccc1)NNC(=O)c1cccc(F)c1	2%	30%	19%	-1%	0.4%
CC(CC1C(C#N)=C(N)SC(N)=C1C#N)c1ccccc1 (stereo not given)	-10%	37%	5%	-1%	1.0%
O=C(Cc1cccs1)N1CCCC(c2nc(-c3ccc(S(=O)(=O)N4CCCC4)cc3)no2)C1 (stereo not given)	-8%&-6%	-2%	-10%	1%	i
Cn1c(=O)[nH]c(=O)c2c1nc(CN1CCN(c3ccc(F)cc3)CC1)n2CCCc1ccccc1	0%	-10%	-2%	4%	i
Clc1ccc2nsnc2c1NC1=NCCN1	-11%&-17%	11%&-17%	28%&-6%	-1%&1%	2.4%&0.4%
O=C1OCCC1Sc1nnc(-c2ccc3c(c2)OCO3)n1-c1ccccc1 (stereo not given)	-3%	5%	-6%	5%	0.8%
CCOc1ccc(N(CC(=O)NCCCOC)S(C)(=O)=O)cc1	-17%	4%	-5%	-10%	3.9%

Reprinted at random: four compounds from above
SMILES	Salmonella PhoP GFP	tuberculosis growth	M. tuberculosis HTS	H1N1 NS1A inhibition	VEEV TC-83 Vero	others
CS(=O)(=O)c1ccc2nc(NC(=O)CN3CCCCCC3)sc2c1	4%	1%	-2%	3%	i
Cn1c(=O)[nH]c(=O)c2c1nc(CN1CCN(c3ccc(F)cc3)CC1)n2CCCc1ccccc1	0%	-10%	-2%	4%	i
Clc1ccc2nsnc2c1NC1=NCCN1	-11%&-17%	11%&-17%	28%&-6%	-1%&1%	2.4%&0.4%
Cc1ccc(Cl)c(Cn2cnc3c(cnn3C(C)(C)C)c2=O)c1F	.	1%	14%	-19%	8.2%

New compounds follow
SMILES	Salmonella PhoP GFP	tuberculosis growth	M. tuberculosis HTS	H1N1 NS1A inhibition	VEEV TC-83 Vero	others
CC(=O)N1CCN(c2ccc(NCc3cccc(C)c3)cc2)CC1	.	5%	-5%	16%	0.6%
Cc1c(NC(=S)NC(=O)COc2ccccc2)c(=O)n(-c2ccccc2)n1C	-7%	-13%	5%	5%	1.4%
CCn1ncc(Br)c1C(=O)Nc1ccc(OC(F)(F)F)cc1	0%	7%	6%	-5%	0.7%
CCNC(=O)Nc1cc2nc(C)n(Cc3ccc(Br)cc3)c2nc1C	2%	8%	3%	-22%	i
COCCNC(=O)c1ccc(N(C)S(=O)(=O)c2ccc(OC)c(OC)c2)cc1	5%	2%	-3%	-2%	0.7%
COc1ccc2c3n([n+]([O-])c2c1)CCN=C3c1ccc(Cl)cc1	-17%	14%	-1%	-9%	0.9%
CCC(OC(=O)c1nsc(Cl)c1Cl)C(=O)NC(C)(C)CC (stereo not given)	1%	16%	4%	4%	5.3%
COC(=O)CCC(=O)Nc1ccc(S(=O)(=O)N2CCCCCC2)cc1	-3%	-5%	1%	0%	1.9%
Cc1cc(C)c2[nH]c(=O)c(C(c3nnnn3CC3CCCO3)N3CCC(C)CC3)cc2c1 (stereo not given)	20%	41%	-5%	0%	9.1%
CCN(C(=O)c1ccc2c(c1)OCO2)C1CCS(=O)(=O)C1 (stereo not given)	-4%	0%	-7%	-12%	1.5%
COc1cccc(CNC(=O)c2cccc(NC(=O)CC3SC(N4CCCCC4)=NC3=O)c2)c1 (stereo not given)	.	8%	-4%	-4%	i
CC(C(=O)N=Nc1c(O)n(C)c2ccc(Br)cc12)n1cnc2ccccc2c1=O (stereo not given)	-6%	-9%	1%	.	.
CN(C(=S)NC(=O)C1(C)CC1(Cl)Cl)c1ccccc1 (stereo not given)	2%	26%	10%	-14%	1.0%
O=C(CCS(=O)(=O)Cc1ccccc1)N1CCc2ccccc2C1	3%	36%	-7%	5%	1.6%	VEEV TC-83 Vero 10K pilot screen=0.6
O=C(Nc1cc(Br)ccc1O)c1cnn2c(C(F)F)cc(C3CC3)nc12	11%	12%	51%	-18%	6.7%
Cc1ncc([N+](=O)[O-])n1Cc1cccc(F)c1	-1%	-32%	9%	-8%	0.4%
O=C(COC(=O)c1cncc(Br)c1)NCc1ccc(Cl)cc1	0%	21%	4%	-12%	7.8%
C[C@@H](C(=O)Nc1ccc2ccccc2c1)[C@H]1C[C@]1(C)[C@H](NC(=O)OCc1ccccc1)c1ccccc1	-3%	2%	2%	-4%	i
CN(C)C(=O)c1cccc(-c2csc(N3CCC(C(N)=O)CC3)n2)c1	.	34%	8%	.	.
CCc1nc(SCC(=O)Nc2nnc(CC)s2)c2c(=O)n(C)c(=O)n(C)c2n1	7%	-38%	-3%	-8%	8.7%
O=C1CNC(=S)N1CCOc1ccccc1	1%	15%	-5%	-20%	0.6%
CCn1cc(C(=O)NCCC(C)C)c(=O)c2cc(S(=O)(=O)N3CCCCC3)ccc21	12%	-4%	5%	1%	2.8%
O=C1c2ccccc2C(=O)C1(CO)c1ccc(OC(F)F)cc1	39%	-12%	-5%	4%	1.1%
Cn1cc(Br)c(C(=O)N2CCc3ccccc32)n1	-18%	0%	1%	3%	0.7%
CN(Cc1ccccc1)c1ncnc2sccc12	-11%	24%	2%	-5%	i
CSCC[C@H](NC(=O)[C@@H]1Cc2ccccc2CN1)C(=O)NC1CCCC1	-2%	0%	-7%	-8%	2.0%
COc1cc(SC)ccc1C(=O)Nc1ccc(C)cc1	-5%	57%	?	-14%	4.6%
CCNc1oc(COc2ccccc2F)nc1C#N	7%	49%	-6%	2%	0.8%
CCCCn1c(C23CC4CC(CC(C4)C2)C3)n[nH]c1=S	-7%	-4%	7%	-1%	3.5%
C/C(=N\NC(=O)c1ccc(Cl)cc1)c1ccc2[nH]ccc2c1	-1%	6%	7%	1%	2.0%
CN(Cc1ccc(OC(F)F)cc1)C(=O)c1cccc(S(=O)(=O)N2CCN(c3ccccc3)CC2)c1	.	.	.	-8%	4.7%
CCCOc1ccc(-c2c(C(=O)N/N=C/c3ccccc3)nnn2-c2nonc2N)cc1	10%	3%	6%	11%	1.8%
CC(=O)/C(N)=N/Nc1cccc(Cl)c1	-6%	?	?	1%	0.7%
CC1C(c2ccccc2)N(C)CCC12NC(=O)NC2=O (stereo not given)	-5%	-4%	-5%	3%	2.3%
NC(=O)COc1ccc(Nc2nnc(-c3ccc(O)cc3)c3ccccc23)cc1	14%	4%	-10%	-8%	6.1%
CCCCn1c(N)c(N(Cc2ccccc2OC)C(=O)c2ccc(N3CCCC3=O)cc2)c(=O)[nH]c1=O	-1%	19%	-2%	-5%	2.0%
O=C(NCC(c1ccc(F)cc1)N1CCOCC1)c1cc(F)c(F)c(F)c1F (stereo not given)	-8%	7%	2%	-1%	1.1%
CN(C)c1ccc(Cc2ccc(N(C)C)cc2)cc1	.	.	.	37µM*	0.8%
CCOC(=O)C(CSCC(=O)c1ccc(Br)cc1)NC(=O)OC(C)(C)C (stereo not given)	-7%	46%	-2%	.	.
Cc1cc(C)n2nc(C(=O)Nc3cc(S(=O)(=O)N4CCCCC4)ccc3C)nc2n1	.	1%	4%	-2%	1.1%
COCCN(CC(=O)NCC1CCCO1)C(=O)CCC(=O)Nc1cc(C)ccn1 (stereo not given)	-4%	-6%	5%	7%	2.9%
Cc1cc(C(F)F)n2nc(C(=O)Nc3cccc(C(F)(F)F)c3)nc2n1	-2%	-4%	-6%	4%	1.5%
O=C(CCCc1ccccc1)Nc1ccnn1C1CCN(Cc2ccc(Cl)cc2)CC1	1%	40%	?	5%	0.0%
CCOc1cccc(Oc2ccc(C(F)(F)F)cn2)c1	-8%	79%	-4%	0%	1.1%
C=CCN(CC(=O)Nc1c(C)cccc1CC)C(=O)SCCC	-5%	34%	2%	-16%	0.2%
CNc1cc(C(F)(F)F)nc(-c2ccccn2)n1	1%	?	?	-7%	2.8%
COC(=O)Cc1c(O)ccn(Cc2ccc3c(c2)OCO3)c1=O	-1%	-1%	-1%	-3%	0.4%
CCc1c(C)[nH]c2ccccc2c1=O	0%	-7%	0%	1%	0.3%
S=C(Nc1ccc(Br)cc1Cl)N1CCCC1	-5%	-2%	-1%	-12%	2.6%
CC(C)(C)n1ncc2c(=O)n(Cc3cccc(Cn4cnc5c(cnn5C(C)(C)C)c4=O)c3F)cnc21	.	48%	5%	8%	4.9%
O=C(CCCNC(=O)/C(=C/c1ccc(Br)cc1)NC(=O)c1ccccc1)OCc1ccccc1	-4%	20%	3%	3%	i
CC(C)c1ccc(/C=C/C2=NNC(=O)CC2)cc1	-3%	7%	57%	0%	6.2%
COCC(C)n1c(SCC(=O)Nc2ccc3c(c2)OCCO3)nc2ccccc2c1=O (stereo not given)	.	7%	-8%	-11%	9.6%
O=C(N/N=C/c1cccc(Br)c1)c1ccc(N2CCCC2=O)cc1	15%	-1%	4%	5%	i
CCOC(=O)N1CCN(C(=O)CSc2nnc(C3COc4ccccc4O3)o2)CC1 (stereo not given)	11%	?	?	-2%	1.1%

Molecules shown so far that contain a cyano group:
SMILES	Salmonella PhoP GFP	tuberculosis growth	M. tuberculosis HTS	H1N1 NS1A inhibition	VEEV TC-83 Vero	others
CC(CC1C(C#N)=C(N)SC(N)=C1C#N)c1ccccc1 (stereo not given)	-10%	37%	5%	-1%	1.0%
CCNc1oc(COc2ccccc2F)nc1C#N	7%	49%	-6%	2%	0.8%
